Source: PubChem BioAssay (Broad Institute)
RAD54 branch: inhibitors of human RAD54 branch migration; Q92698; AID 602329; inhibition, % at 10.4 µM; 360,000 compounds, 0.14% hits; RAD54 Holliday junction branch migration, FAM/BHQ fluorescence;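 active = mean normalized replicate activity at least 40 and at least half of replicates scoring 40 or more; inconclusive = only one of the two criteria met; inactive = mean below 40 and under half of replicates reaching 40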;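 note: 0% = median of neutral control wells and 100% = median of positive control wells; inhibitors cause a drop in the FAM fluorescence signal; in these data hits start at about 50%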
RAD52 inh: RAD52 (human) annealing inhibition; P43351; recombinant RAD52 DNA annealing, FRET fluorescence; inhibition, % at 18.7 µM; 360,000 compounds, 0.46% hits;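 active = every replicate showing at least 50% inhibition; inconclusive = mean inhibition at least 50% but not in every replicate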
S100A4 MyoIIA: S100A4-myosin IIA interaction inhibition; P26447; S100A4/TAMRA-MyoIIA peptide fluorescence polarization; inhibition, % at 10.7 µM; 360,000 compounds, 0.14% hits; AID 652163;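 active = mean inhibition of at least 70% across replicates, with every replicate also reaching that level; inconclusive = mean inhibition reaches 70% but some replicates fall short; inactive = mean inhibition below 70%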
Target sequence (P26447 whole entry, looked up): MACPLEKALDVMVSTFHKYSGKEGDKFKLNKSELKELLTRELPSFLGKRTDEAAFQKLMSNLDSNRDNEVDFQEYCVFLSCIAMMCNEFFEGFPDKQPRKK
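Test system: S100A4 monomer protein; Medium: HEPES pH 7.2 with CaCl2, KCl, NaCl, DTT, Triton; Probe or stimulus: TAMRA-labelled myosin IIA heavy-chain peptide probe, 5 nM; Doses: one dose per compound; Times: polarization read 5 min after assay mix addition, stable 5–60 min; Benchmarks: neutral control DMSO, positive control TFP.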
E-sel inducer: induces E-selectin expression in human endothelial cells. HUVEC E-selectin immunofluorescence imaging; normalized: neutral wells 0, TNF-alpha wells 100. P16581. 260,000 compounds, 0.37% hits. activation, % at 7.58 µM;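 active = mean E-selectin-positive cell signal at least 10% of the positive control, reached in at least 60% of replicates, without over 20% cell loss; inconclusive = no rule given, readout overlaps actives, possibly toxicity-flagged; inactive = the rest, including those meeting only one limit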;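 note: in these data hits start at about 27%; measured in HUVEC primary endothelial cells; signal is the percent of cells scored E-selectin positive by PE staining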
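Material: HUVEC primary endothelial cells; Amount: 3,000 cells per well; Dosing: single concentration; Medium: EGM-2 growth medium on 0.1% gelatin-coated wells; Read-out basis: percent E-selectin-positive cells; Signal: immunofluorescence imaging; Control set: TNF-alpha, DMSO.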
ERp5 block: ERp5 (human) disulfide isomerase inhibition. 350,000 compounds, 0.05% hits. ERp5 insulin aggregation, absorbance 650 nm, 90 min. Q15084. inhibition, % at 9.99 µM;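 active = mean replicate inhibition above about 25%, with every replicate also reaching it, limit read from the data, passing the limit was not always enough; inconclusive = only one of those two criteria met; inactive = neither criterion met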
esBAF inh: blocks esBAF chromatin remodeling in mouse ES cells; Bmi1-luciferase knock-in reporter, 24 h; 100% = twice the neutral-well signal; reporter increase, % at 12.5 µM; 350,000 compounds, 2% hits; AID 602393; in the data active = activation above about 40%; inconclusive = no clear call, values can overlap the other calls;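 note: 0% = median of the plate's neutral control wells and 100% = double that signal; a rise in the Bmi1 reporter signal indicates esBAF inhibition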
ERAP1 HTS inh: inhibitors of human ERAP1 aminopeptidase. Q9NZ08. recombinant ERAP1, Leu-AMC fluorescence, 60 min. inhibition, % at 10.7 µM. 340,000 compounds, 0.15% hits;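 active = mean replicate inhibition of at least 30%, or all replicates individually reaching that 30% level; inactive = mean below 30% and not every replicate reaching it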;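 note: 0% = neutral control wells and 100% = L-leucinethiol positive control wells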
Target sequence (Q9NZ08 whole entry, looked up): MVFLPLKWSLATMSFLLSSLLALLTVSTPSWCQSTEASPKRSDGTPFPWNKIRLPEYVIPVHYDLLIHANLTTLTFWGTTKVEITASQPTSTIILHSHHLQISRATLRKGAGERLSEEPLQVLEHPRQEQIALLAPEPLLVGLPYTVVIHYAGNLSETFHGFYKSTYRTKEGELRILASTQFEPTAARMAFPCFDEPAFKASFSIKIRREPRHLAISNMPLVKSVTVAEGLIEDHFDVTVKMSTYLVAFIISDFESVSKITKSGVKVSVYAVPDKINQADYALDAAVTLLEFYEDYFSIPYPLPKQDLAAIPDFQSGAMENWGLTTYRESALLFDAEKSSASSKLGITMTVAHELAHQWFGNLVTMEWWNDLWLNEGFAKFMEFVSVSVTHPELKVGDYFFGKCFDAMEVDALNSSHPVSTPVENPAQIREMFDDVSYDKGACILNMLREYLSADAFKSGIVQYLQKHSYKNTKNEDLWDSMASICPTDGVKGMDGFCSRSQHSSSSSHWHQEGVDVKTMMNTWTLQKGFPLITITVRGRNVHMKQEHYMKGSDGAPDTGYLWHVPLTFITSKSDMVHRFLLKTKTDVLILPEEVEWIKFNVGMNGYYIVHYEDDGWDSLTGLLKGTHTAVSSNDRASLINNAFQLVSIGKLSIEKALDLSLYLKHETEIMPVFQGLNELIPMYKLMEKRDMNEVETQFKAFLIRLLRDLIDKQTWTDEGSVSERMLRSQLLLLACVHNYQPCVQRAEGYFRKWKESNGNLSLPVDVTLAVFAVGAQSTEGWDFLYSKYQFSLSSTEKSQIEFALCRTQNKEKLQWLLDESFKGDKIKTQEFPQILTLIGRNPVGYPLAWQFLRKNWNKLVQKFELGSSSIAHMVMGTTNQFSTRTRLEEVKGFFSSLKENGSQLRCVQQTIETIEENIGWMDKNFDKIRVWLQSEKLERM
Xi reactivation: reactivates the inactive X chromosome in mouse fibroblasts | XiGFP mouse fibroblasts, % GFP-positive cells imaging, 3 d; cells co-treated with 5-aza-dC sensitizer; scaled so ellipticine positive control = 100% | activation, % at 7.58 µM | 360,000 compounds, 0.055% hits;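 active = mean normalized replicate activation at least 10% and every replicate at or above 10%; inconclusive = only one of the two criteria met; inactive = mean below 10% and not all replicates reach 10%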;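 note: 0% = median of on-plate neutral control wells and 100% = ellipticine 6 µM median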
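Schedule: 3 d treatment, 15 min room-temperature fixation; system: 68-5-11 XiGFP fibroblast line; buffer or medium: DMEM plus 5-aza-dC sensitizer; control set: ellipticine 6 µM positive control; compound: one concentration, pinned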
Active calls of the source: *; ? = inconclusive; . = not tested or not shown; & = joins results of further samples.

SMILES	RAD54 branch	RAD52 inh	S100A4 MyoIIA	E-sel inducer	ERp5 block	esBAF inh	ERAP1 HTS inh	Xi reactivation
CCOc1cc(/C=N/NC(=O)c2cc3c(ccc4ccccc43)o2)ccc1O	3	-5	-1	.	3	5	2	0.4
CS(=O)(=O)N(CC(=O)NCCSc1ccccn1)c1cccc2ccccc12	1	3	6	.	0	.	1	-0.1
CC(C)(O)C#Cc1ccc([C@H]2[C@@H](CO)N3CCCCN(S(C)(=O)=O)C[C@@H]23)cc1	-19	-2	11	0.6	-2	3	1	0.2
O=[N+]([O-])c1ccccc1N/N=C1\CC2CC=CC12 (centres undefined)	.	-2	-1	1.5	0	.	-5	0.2
COc1ccc(C(=O)Nc2cc(OC)ccc2OC)cc1	-6	-8	0	.	12	10	1	.
CO[C@@H]1CN(C)C(=O)c2ccc(NC(=O)C3CCCC3)cc2OC[C@H](C)N(S(C)(=O)=O)C[C@H]1C	1	-5	-2	0.2	1	5	-1	-0.6
CCOC(=O)c1cnc2ccccc2c1Nc1ccc2c(c1)OCCO2	.	-5	-12	3.3	5	.	1	0.1
CC(=O)Nc1ccc(OCc2ccccc2)cc1[N+](=O)[O-]	.	-13	8	-0.2	-1	.	-1	0.0
Cn1nnnc1SCC(=O)Nc1ccc(Oc2ccc(Cl)cc2)cc1	.	-6	9	.	2	4	-3	.
Cc1ccc(CC(=O)NC2CCCc3ccccc32)cc1C (centres undefined)	4	-1	-9	0.2	0	-4	1	0.0
COc1cccc(C(c2nnnn2CC2CCCO2)N2CCN(C(=O)c3ccco3)CC2)c1OC (centres undefined)	-4	-9	0	.	10	-2	8	0.2
O=C(NCC1CC1)[C@H]1[C@H](CO)[C@H]2Cn3c(ccc(-c4cccc(F)c4)c3=O)[C@H]2N1CC1CCOCC1	-4	7	0	-0.4	-4	4	-2	0.1
O=C(COC(=O)c1cc(=O)[nH]c2ccccc12)NCc1ccc(Cl)cc1	3	-8	0	5.0	1	-3	3	0.2
CN(CC1CCCCO1)C(=O)c1cc(COc2ccc(F)cc2Cl)on1 (centres undefined)	2	-3	3	.	1	43*	2	0.0
COc1ccc(N)cc1NC(=O)CN1CCCC1	43	79*	0	.	0	-4	-3	-0.1
Cc1ccc(S(=O)(=O)N[C@H]2CC[C@H](CCn3cc(C4CCCC4)nn3)O[C@@H]2CO)cc1	-7	13	-3	-0.1	-2	13	2	0.0
CNc1ccccc1C(=O)OCC(=O)Nc1ccc2c(c1)OCO2	-9	-11	-3	-2.8	7	23	-3	-0.1
Cc1ccc(S(=O)(=O)N(C)C[C@@H]2OCc3cnnn3CCCC(=O)N([C@@H](C)CO)C[C@H]2C)cc1	2&0&-20	-11&13	-16&-1&14	0.0&0.0	-2&-2&14	-7&1&1	-1&-1&2	0.0&0.1
CCS(=O)(=O)N1CCCCN2[C@H](CO)[C@@H](c3ccc(-c4ccccc4F)cc3)[C@H]2C1	0	-5	-4	-0.1	-2	-1	5	0.0
Cn1c(=O)c2c(nc(SCCCC#N)n2Cc2c(F)cccc2Cl)n(C)c1=O	7	-12	4	-0.1	-4	4	.	0.2
COc1ccccc1CNC(=O)[C@H](NC(=O)C1CCN(C(=O)[C@@H](N)CCSC)CC1)C(C)C	9	-2	0	.	0	2	1	.
CC(Oc1ccccc1)C(=O)Nc1nnc(S(=O)(=O)Nc2ccccc2)s1 (centres undefined)	0	-6	2	0.0	?	-6	0	0.2
Cn1ncc2c(NCCc3ccccc3)nc(Cl)nc21	-13	-7	-1	-0.4	1	22	1	0.0
O=C(C[C@@H]1C=C[C@@H](NC(=O)C2CCC2)[C@@H](CO)O1)Nc1nccs1	-3	5	1	0.0	8	2	-1	0.3
NNC(=S)NCc1ccccc1	.	1	2	-0.8	6	.	.	0.0
O=C(NCCN1CCOCC1)c1cc(-c2cccc(Cl)c2)on1	-7	-8	-18	.	3	8	-2	0.1
O=C(NCCCn1ccnc1)c1cc(Cl)cc(Cl)c1	-7	-2	-1	0.2	3	-11	-1	0.6
CC1(C)CN(c2ccccc2)N(C(=O)c2ccc(F)cc2)C1=O	4	-7	6	.	-2	-9	3	.
COc1ccc(S(=O)(=O)CCC(=O)N2CCN(c3ccc(F)cc3)CC2)cc1	.	-3	-6	.	4	.	-1	0.0
FC(F)Oc1ccc(C2=Nn3c(nnc3-c3ccccc3Cl)SC2)cc1OCC1CC1	-1	-10	2	0.2	-5	-10	2	-0.3
c1ccc(-c2cc(-c3cc(-c4ccccc4)on3)no2)cc1	.	-13	-3	0.0	9	.	-3	0.3
CCCNC(=O)N1C[C@H](O)COC[C@H]2O[C@@H](CC(=O)NCCCN3CCOCC3)CC[C@@H]21	5	2	0	-0.1	2	6	-2	0.8
O=C(Nc1cc(F)ccc1F)N[C@@H]1CC[C@H](CCn2cc(C3CCCCC3)nn2)O[C@@H]1CO	1	-6	-3	-0.3	-6	9	-1	0.5
O=C(Cc1cccc([N+](=O)[O-])c1)Nc1cccc(C(=O)N2CCOCC2)c1	-8	-15	3	0.0	5	-3	1	0.0
COc1cc(NC(=O)[C@@H](Cc2ccccc2)NC(=O)[C@H]2O[C@@H](n3ccc(N)nc3=O)[C@H](O)[C@@H]2O)cc(OC)c1OC	.	-8	-12	-0.2	-1	.	-2	0.0
O=C(CN1C(=O)c2ccc([N+](=O)[O-])cc2C1=O)Nc1nccs1	.	-13	-1	.	5	.	-4	0.2
COC(=O)c1cccc(NC(N)=S)c1	.	-4	-4	.	2	.	-2	0.1
CCCc1nnc(NC(=O)CCS(=O)(=O)Cc2ccccc2)s1	-6	-8	-2	0.2	-2	4	1	0.0
C[C@H](CO)N1C[C@H](C)[C@H](CN(C)S(=O)(=O)c2ccc(F)cc2)OCCCC[C@H](C)Oc2ccc(NC(=O)C3CCCCC3)cc2C1=O	3	-17	-2	-0.1	2	6	3	0.2
CNC(=O)C[C@H]1C(=O)N(CCc2ccccc2)C[C@@H]1C	-2	-9	-1	0.1	2	3	1	0.0
C[C@@H]1CN([C@@H](C)CO)C(=O)c2cc(NS(=O)(=O)c3cccs3)ccc2O[C@@H](C)CCCCO[C@@H]1CN(C)C(=O)Nc1ccc2c(c1)OCO2	-4	-8	-12	-0.1	3	4	3	0.9
CCCNC(=O)N1C[C@@H]2[C@H](c3ccccc31)[C@@H](CO)N2Cc1cc(F)ccc1F	-2	4	6	0.3	-2	3	-1	0.1
C/C(=N\NC(=S)NCc1ccccc1)c1ccc(C)o1	0	-35	-6	.	3	11	0	-0.1
CCCCCn1c(C)c2c(OCC)cccc(=O)c2c1C	0	-13	-4	.	4	-4	3	0.5
COc1ccc(OCC(O)CN2CCN(c3ncccn3)CC2)cc1 (centres undefined)	.	-16	-4	-1.5	-3	.	2	0.1
CC(C)NC(=O)N[C@H]1C=C[C@@H](CC(=O)NCCN2CCCC2)O[C@@H]1CO	8	4	2	0.4	-6	0	1	-0.3
COc1ccc(NC(=O)N2CC(=O)N3[C@H](CO)[C@@H](c4ccc(C5=CCCC5)cc4)[C@@H]3C2)cc1	.	-14	19	0.0	-9	.	-1	0.3
COc1ccc(S(=O)(=O)Nc2cccc3c2O[C@@H](CN(C)C)[C@H](C)CN([C@H](C)CO)C3=O)cc1	-2	5	-12	.	4	-1	-1	-0.8
C[C@@H]1CN([C@@H](C)CO)C(=O)c2cc(C#Cc3ccccc3)cnc2O[C@H]1CN(C)S(=O)(=O)c1ccccc1F	9	2	-1	-0.2	2	-4	9	0.1
CCC(=O)N[C@H]1C=C[C@H](CC(=O)NCC2CCCCC2)O[C@@H]1CO	-5	3	4	-0.4	1	-3	2	-0.3
Later entries
SMILES	RAD54 branch	RAD52 inh	S100A4 MyoIIA	E-sel inducer	ERp5 block	esBAF inh	ERAP1 HTS inh	Xi reactivation
O=C([C@H]1[C@H](CO)[C@H]2Cn3c(cccc3=O)[C@H]2N1CC1CCCC1)N1CCc2ccccc2C1	-4	-13	19	0.1	-5	-1	-1	0.1
COc1cccc(CNC(=O)C2CCN(S(=O)(=O)c3cccs3)CC2)c1	-2	0	4	.	-4	-10	-5	.
CCOc1ccc(OCC)c(S(=O)(=O)NCc2ccccn2)c1	2	-7	3	.	2	-2	7	.
O=C(NC1CCCC1)C1CCN(C(=O)Nc2cccc(Cl)c2)CC1	-2	-4	4	.	0	-5	1	0.0
Cc1nnc(SCC(=O)Nc2ccc3c(c2)OCO3)s1	6	-21	-4	.	-2	2	-2	0.3
CCN(CC)CCSc1nc2ccc(OC)cc2[nH]1	3	-3	-5	-0.6	-3	3	1	-0.1
CN1CCN(C(=O)c2ccc(-c3cccs3)s2)CC1	-9	2	4	0.8	0	.	6	0.3
O=CN1CCN(C(=O)c2cc3cc(Cl)ccc3[nH]2)CC1	0	-19	2	.	-3	-3	-1	-0.1
CC(C)(C)CC(=O)Nc1nnc(SCC(=O)NC2CCCC2)s1	-12	-4	0	0.0	-1	-4	-5	0.3
CC(=O)Nc1ccc(NC(=O)CSc2nnc(NC(=O)c3ccc(Br)o3)s2)cc1	-8	-14	2	0.0	-12	-9	3	-0.1
CC(=O)C[C@@H](O)CC(=O)[C@@H]1OC(=O)CCCCCc2ccccc21	-19	-2	1	.	2	-2	0	0.8

Structural class: those above with two or more sulfur atoms
SMILES	RAD54 branch	RAD52 inh	S100A4 MyoIIA	E-sel inducer	ERp5 block	esBAF inh	ERAP1 HTS inh	Xi reactivation
CS(=O)(=O)N(CC(=O)NCCSc1ccccn1)c1cccc2ccccc12	1	3	6	.	0	.	1	-0.1
CC(Oc1ccccc1)C(=O)Nc1nnc(S(=O)(=O)Nc2ccccc2)s1 (centres undefined)	0	-6	2	0.0	?	-6	0	0.2
CCCc1nnc(NC(=O)CCS(=O)(=O)Cc2ccccc2)s1	-6	-8	-2	0.2	-2	4	1	0.0
C[C@@H]1CN([C@@H](C)CO)C(=O)c2cc(NS(=O)(=O)c3cccs3)ccc2O[C@@H](C)CCCCO[C@@H]1CN(C)C(=O)Nc1ccc2c(c1)OCO2	-4	-8	-12	-0.1	3	4	3	0.9
COc1cccc(CNC(=O)C2CCN(S(=O)(=O)c3cccs3)CC2)c1	-2	0	4	.	-4	-10	-5	.
Cc1nnc(SCC(=O)Nc2ccc3c(c2)OCO3)s1	6	-21	-4	.	-2	2	-2	0.3
CN1CCN(C(=O)c2ccc(-c3cccs3)s2)CC1	-9	2	4	0.8	0	.	6	0.3
CC(C)(C)CC(=O)Nc1nnc(SCC(=O)NC2CCCC2)s1	-12	-4	0	0.0	-1	-4	-5	0.3
CC(=O)Nc1ccc(NC(=O)CSc2nnc(NC(=O)c3ccc(Br)o3)s2)cc1	-8	-14	2	0.0	-12	-9	3	-0.1
